# Bioassay records from PubChem.
# MITF inh: inhibitors of human MITF; hit rate 0.91% among 650,000; inhibition, % at 2.6 µM; AlphaScreen MITF homodimerization, bead proximity signal; AID 1259374; in the data active = inhibition above about 50%;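 also: 0% = vehicle wells with protein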
# FBW7 activator: activators of human E3 ligase FBW7; Q969H0; AlphaScreen FBW7–phospho-cyclin E peptide binding, activator screen; normalized activity (activation), % at 26.1 µM; hit rate 0.13% among 650,000; AID 1259310; in the data active = normalized activity above about 1.9%;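 also: purified mutant Fbw7 with reduced substrate affinity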
# Target sequence (Q969H0 whole entry, looked up): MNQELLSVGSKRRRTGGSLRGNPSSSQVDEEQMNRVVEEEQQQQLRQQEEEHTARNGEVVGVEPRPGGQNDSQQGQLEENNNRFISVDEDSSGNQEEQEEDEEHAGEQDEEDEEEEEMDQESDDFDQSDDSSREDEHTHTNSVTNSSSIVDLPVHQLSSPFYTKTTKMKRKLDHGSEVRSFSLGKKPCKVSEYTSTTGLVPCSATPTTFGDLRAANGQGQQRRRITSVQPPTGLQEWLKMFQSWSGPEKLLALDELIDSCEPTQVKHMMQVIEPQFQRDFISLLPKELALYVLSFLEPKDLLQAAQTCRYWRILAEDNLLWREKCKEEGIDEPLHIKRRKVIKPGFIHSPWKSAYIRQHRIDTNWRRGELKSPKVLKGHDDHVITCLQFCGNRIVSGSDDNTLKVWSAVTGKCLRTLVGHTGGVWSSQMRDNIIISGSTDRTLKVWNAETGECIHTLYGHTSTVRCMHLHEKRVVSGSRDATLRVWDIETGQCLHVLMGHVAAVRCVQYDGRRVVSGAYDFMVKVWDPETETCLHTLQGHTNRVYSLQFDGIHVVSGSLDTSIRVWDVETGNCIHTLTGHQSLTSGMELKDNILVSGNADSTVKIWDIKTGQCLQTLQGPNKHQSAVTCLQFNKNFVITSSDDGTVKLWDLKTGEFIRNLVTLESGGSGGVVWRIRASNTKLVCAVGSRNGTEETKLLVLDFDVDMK
# GPR151 activ: activators of human GPR151; Q8TDV0; PathHunter beta-arrestin GPR151 cells, luminescence; activation, % at 11.2 µM; hit rate 1% among 650,000; AID 1508602; in the data active = activation above about 4.9%;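 also: 0% = median of compound wells and 100% = cells with positive control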
# Target sequence (Q8TDV0 whole entry, looked up): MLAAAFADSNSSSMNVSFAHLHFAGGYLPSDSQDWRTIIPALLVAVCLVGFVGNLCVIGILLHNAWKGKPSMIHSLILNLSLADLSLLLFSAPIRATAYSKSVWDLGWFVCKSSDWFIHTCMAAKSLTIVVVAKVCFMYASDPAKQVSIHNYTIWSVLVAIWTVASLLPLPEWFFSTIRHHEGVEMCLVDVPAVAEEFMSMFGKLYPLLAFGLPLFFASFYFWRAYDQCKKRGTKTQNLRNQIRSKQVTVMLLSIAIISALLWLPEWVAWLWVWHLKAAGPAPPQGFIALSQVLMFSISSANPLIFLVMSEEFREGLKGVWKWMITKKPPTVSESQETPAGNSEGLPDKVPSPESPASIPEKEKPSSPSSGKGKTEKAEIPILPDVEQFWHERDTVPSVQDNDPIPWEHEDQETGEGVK
# TEAD-YAP block: TEAD-YAP interaction inhibition; HEK-TIYL cells, TEAD-Gal4/YAP UAS-luciferase luminescence; inhibition, % at 9.12 µM; hit rate 1.4% among 640,000; AID 1259422; in the data active = inhibition above about 32%;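 also: 0% = median of test compound wells and 100% = reference inhibitor wells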
# Numbers without * were called inactive.
SMILES,MITF inh,FBW7 activator,GPR151 activ,TEAD-YAP block
Cn1c(=O)c2[nH]c(SCC(=O)c3ccccc3OC(F)F)nc2n(C)c1=O,13,0.3,-1.0,-11
N=c1c2c3c(sc2ncn1CCCn1ccnc1)CCCC3,3,0.0,-1.0,6
Cc1cccc(C)c1-n1nnnc1CN(Cc1ccccc1)Cc1ccccc1,-7,0.2,-0.4,0
COc1cccc(C(=O)N2CCN(Cc3c(OC)ccc4ccccc34)CC2)c1,48,-0.1,-0.8,3
CCOc1ccc2ccccc2c1C=C(C#N)C#N,15,0.3,0.6,-1
COc1cccc(NC(=O)c2sc3ncnc(N4CCc5ccccc5C4)c3c2C)c1,18,0.3,-2.4,-23
O=C(NCCCO)/C(=C/c1ccc2c(c1)OCO2)NC(=O)c1ccccc1Br,22,0.6,0.4,-6
N#Cc1ccc(OCc2cccc(I)c2)cc1,5,0.1,-0.4,-10
Cc1c(Cc2ccccc2)c(=O)oc2cc(OCC(N)=O)ccc12,10,-0.1,-1.2,5
CCOC(=O)c1c(NC(=O)CCOc2ccccc2)sc2c1CCC(C)C2 (stereo unspecified),12,0.3,0.6,-3
NS(=O)(=O)c1ccc(CCNC(=O)CSc2nc3ccccc3c(=O)n2CC2CCCO2)cc1 (stereo unspecified),4,1.0,-0.4,-6
CC1=C(C(=O)OCCOc2ccccc2)C(c2cccc(Cl)c2Cl)C2=C(CC(C)(C)CC2=O)N1 (stereo unspecified),6,0.4,-0.6,-1
O=C(Cc1cccc2ccccc12)Nc1ccc(F)cc1,4,0.3,1.3,6
Cc1cc2c(n1-c1ccc(C(=O)NCCN3CCOCC3)cc1)CCC(C)C2 (stereo unspecified),3,0.0,-1.1,11
CC(=O)c1ccc(-n2nnnc2SCC(=O)N2CCc3ccccc32)cc1,-9,0.0,0.1,-3

# Some of the entries above in a different format.
Compound	MITF inh	FBW7 activator	GPR151 activ	TEAD-YAP block
COc1cccc(NC(=O)c2sc3ncnc(N4CCc5ccccc5C4)c3c2C)c1	18	0.3	-2.4	-23
O=C(NCCCO)/C(=C/c1ccc2c(c1)OCO2)NC(=O)c1ccccc1Br	22	0.6	0.4	-6

# The main list resumes with the four entries that preceded the break.
SMILES,MITF inh,FBW7 activator,GPR151 activ,TEAD-YAP block
CC1=C(C(=O)OCCOc2ccccc2)C(c2cccc(Cl)c2Cl)C2=C(CC(C)(C)CC2=O)N1 (stereo unspecified),6,0.4,-0.6,-1
O=C(Cc1cccc2ccccc12)Nc1ccc(F)cc1,4,0.3,1.3,6
Cc1cc2c(n1-c1ccc(C(=O)NCCN3CCOCC3)cc1)CCC(C)C2 (stereo unspecified),3,0.0,-1.1,11
CC(=O)c1ccc(-n2nnnc2SCC(=O)N2CCc3ccccc32)cc1,-9,0.0,0.1,-3
COc1cc(OC)c(OC)cc1CN1CCN(CC2CC=CCC2)CC1 (stereo unspecified),51*,0.0,0.5,2
Cc1ccccc1C(=O)NNC(=O)CSc1nnc(-c2ccncc2)n1-c1ccccc1,14,-0.3,1.1,2
COc1ccc(OCC(=O)Nc2ccc(O)c(-c3nc4ccccc4o3)c2)cc1,-3,-0.1,-0.1,2
Cc1ccc(NC(=O)CCC(=O)OCc2ccc(Br)cc2)c([N+](=O)[O-])c1,16,-0.1,-1.3,3
Cc1sc(NC(=O)/C=C/c2ccco2)c(C(=O)O)c1C,2,0.1,-5.5,-13
Cc1ccc(Cn2c(C)c3cnn(CC(=O)N4CCN(C)CC4)c(=O)c3c2C)cc1,8,-0.1,0.3,3
CC1=NCC(=O)Nc2cc3c(cc21)OCCO3,-2,-0.3,2.1,2
CCn1nc(C)c(CN2CCCC(CO)(Cc3ccccc3)C2)c1C (stereo unspecified),6,0.2,-0.8,7
Cc1ccc(CNS(=O)(=O)c2ccc3c(c2)oc(=O)n3C)cc1,6,-0.1,0.7,-5
O=C(Cc1c(F)cccc1Cl)N1CC(c2nc(-c3ccccc3)no2)C1,0,-0.4,-1.3,4
CCCC(=O)NCC1Cc2cccc(-c3cncnc3)c2O1 (stereo unspecified),-17,0.3,-0.1,-12
CCOCCOC(=O)C1=C(C)NC2=C(C(=O)CCC2)C1c1cc(Br)c(O)c(OCC)c1 (stereo unspecified),4,-0.1,-0.5,-2
Cc1ccc(S(=O)(=O)N(C)CC(=O)Nc2ccc(Br)cc2C)cc1,3,-0.1,-0.6,7
O=C(COc1ccc2c3c(c(=O)oc2c1)CCC3)N1CCCC1,-6,-0.2,0.4,7
CCOCCCNC(=O)C1CCCCN1S(=O)(=O)c1ccc(C(C)(C)C)cc1 (stereo unspecified),-1,0.0,-0.5,3

# The list goes on, overlapping the part above by 5 compounds.
SMILES,MITF inh,FBW7 activator,GPR151 activ,TEAD-YAP block
CCCC(=O)NCC1Cc2cccc(-c3cncnc3)c2O1 (stereo unspecified),-17,0.3,-0.1,-12
CCOCCOC(=O)C1=C(C)NC2=C(C(=O)CCC2)C1c1cc(Br)c(O)c(OCC)c1 (stereo unspecified),4,-0.1,-0.5,-2
Cc1ccc(S(=O)(=O)N(C)CC(=O)Nc2ccc(Br)cc2C)cc1,3,-0.1,-0.6,7
O=C(COc1ccc2c3c(c(=O)oc2c1)CCC3)N1CCCC1,-6,-0.2,0.4,7
CCOCCCNC(=O)C1CCCCN1S(=O)(=O)c1ccc(C(C)(C)C)cc1 (stereo unspecified),-1,0.0,-0.5,3
CC1(C)Oc2ccc(C(=O)N3CCCC3)cc2N(CC(=O)N2CCCCC2)C1=O,-1,-0.1,1.3,8
COC(=O)c1c(C)oc2ccc(N(C(=O)c3ccccc3)S(=O)(=O)c3cccc([N+](=O)[O-])c3)cc12,-3,0.0,-0.7,1
CCOc1ccc(/C=C/C(=O)Nc2cccc([N+](=O)[O-])c2)cc1,1,0.0,-1.0,-23
CC1=CC(C)(C)Nc2ccc(OC(=O)c3ccc(F)cc3)cc21,12,0.1,0.2,-24
COc1ccc(NC(=O)COc2ccc(Cl)c(C)c2)c(OC)c1,-10,0.1,-1.1,-1
COC(=O)C1=C(N)Oc2cc(C)n(CCc3ccccc3)c(=O)c2C1c1ccccc1F (stereo unspecified),3,-0.1,-0.6,-7
Cc1cccc(CC(=O)Nc2cc(C)nn2-c2nc3c(c(=O)[nH]2)CCC3)c1,19,-0.2,0.2,3
O=C(CN1Cc2ccccc2C1=O)NCC1CCN(Cc2cccc(Cl)c2)CC1,-2,0.1,-0.5,-6
CCOC(=O)C1=C(c2ccccc2)NC(=S)NC1c1ccc(OC)cc1OC (stereo unspecified),14,-0.1,0.8,7
CC(CO)(CO)Nc1ccc(C(F)(F)F)cc1[N+](=O)[O-],-26,0.0,-0.6,-15
Cc1ccc(C)c(N(CC(=O)Nc2cccnc2)S(=O)(=O)c2ccccc2)c1,6,0.0,1.3,5
Nc1nc(NCCCN2CCCC2=O)cc(Nc2ccc(Oc3ccccc3)cc2)n1,4,-0.2,0.4,-6
COc1cc(OC)cc(C(=O)NC(C)CNc2ccc(Cl)cc2[N+](=O)[O-])c1 (stereo unspecified),18,0.0,-1.8,-3
Fc1ccccc1C1C=C(c2cccc(Br)c2)Nc2ncnn21 (stereo unspecified),-4,-0.1,1.3,-5
Cc1ccc(Nc2nc(N)nc(CNCC(O)c3ccc([N+](=O)[O-])cc3)n2)cc1 (stereo unspecified),26,0.2,-0.4,12
Cc1ccccc1Cn1c(C(C)O)nc2ccccc21 (stereo unspecified),-7,-0.1,1.5,1
COc1cc(CN2CCN(c3ccccc3Cl)CC2)cc([N+](=O)[O-])c1O,36,0.0,-1.1,4
CC(NC(=O)c1ccco1)c1nc2ccccc2n1Cc1ccc(F)cc1 (stereo unspecified),10,0.3,-0.9,13
CCCNC(=O)c1ccnc(NCCN2CCOCC2)c1,16,0.3,0.8,-1
Nc1c(C(=O)OCC(=O)Nc2ccccc2F)ccc2c1C(=O)c1ccccc1C2=O,1,0.1,-1.0,5
COc1ccc(OCCOc2ccc(/C=C3/C(=N)N4N=C(c5ccccc5C)SC4=NC3=O)cc2)cc1,10,0.2,-0.2,-3
O=C(COC(=O)c1cccc(N2C(=O)C3C4C=CC(C4)C3C2=O)c1)c1cccc([N+](=O)[O-])c1 (stereo unspecified),-4,-0.1,0.3,3
CN(Cc1ccccc1)C(=O)c1nc2ccccn2c1CN1CCNC(=O)CC1,-23,0.1,0.1,-9
Cc1cc(C)n2c(SCC(=O)NC3CCCCC3)nnc2n1,5,0.1,1.1,-9
Cc1nc2ccccc2c(=O)n1NC(=O)c1ccc(Cl)c(Cl)c1,5,-0.1,-1.5,4
O=C(CN1C(=O)N/C(=C\c2ccc(F)cc2)C1=O)Nc1ccccc1C(F)(F)F,2,0.0,-0.2,5
CCOC(=O)C1=C(c2ccccc2)N=c2s/c(=C/c3cc(Br)c(O)c(OC)c3)c(=O)n2C1c1ccc(F)cc1 (stereo unspecified),11,0.5,-0.8,5
CC1Cc2ccccc2N1CC(=O)Nc1ccc(OC(F)F)cc1 (stereo unspecified),4,0.1,-0.2,-5
Cc1ccc(CC2(CCC(=O)NC(c3ccccc3)c3ccncc3)CCC(=O)N2)cc1 (stereo unspecified),3,0.1,-0.1,8
C=CCN(C(=O)c1ccc(Cl)cc1)c1ccccc1C(=O)NCC(=O)O,-8,0.3,1.2,1
CCN1CCCC1CN1CC(O)=C(c2nc3ccccc3[nH]2)C1=N (stereo unspecified),-5,-0.2,1.9,-10
CCOC(=O)C1=C(C)N=c2s/c(=C/c3ccc(OC)c(OC)c3)c(=O)n2C1c1cccs1 (stereo unspecified),15,0.1,0.1,6
O=C(Nc1nccs1)c1cc(F)cc(F)c1,8,-0.1,-1.8,-9
CCOC(=O)C1=C(C)N=c2s/c(=C/c3ccc(Cl)cc3Cl)c(=O)n2C1c1ccc(OC(C)=O)cc1 (stereo unspecified),-6,0.2,-0.9,-1
CC(C)N(CCNc1ncnc2nc(Nc3ccc(C(F)(F)F)cc3)[nH]c12)C(C)C,9,0.1,-0.6,2
Cc1ccc(C(=O)NCCNc2ccccc2[N+](=O)[O-])cc1,5,-0.1,-0.7,-39
Cc1cc(NC2CCN(Cc3ccccc3)CC2)nc(Nc2nccc3ccccc23)n1,5,0.0,-0.4,-3
CC(C)CCNC(=O)Cn1c(=O)oc2cc(S(=O)(=O)N3CC(C)CC(C)C3)ccc21 (stereo unspecified),2,-0.2,2.3,12
COc1ccccc1NC(=O)CN1CCN(CC(=O)Nc2ccc(F)cc2)CC1,-13,0.0,-0.2,8
O=C(Nc1sc2c(c1C(=O)Nc1ccccc1Cl)CCCCC2)c1ccccc1F,12,0.1,2.1,6
CC1=NOC(=O)/C1=C\c1ccc(-c2ccc3c(c2)COC3=O)o1,12,0.1,2.7,-4
COc1ccc(C(C)=O)cc1CSc1nc2c(sc(=S)n2-c2ccccc2OC)c(=O)n1-c1ccccc1,-4,-0.1,-1.4,-3
C=CCNC(=O)CSc1nc2cc(C)cc(C)c2cc1C#N,2,0.1,2.0,-3
C/C(CC(=O)Nc1c(C)cc(C)cc1C)=N\NC(=O)c1ccc(O)cc1,13,0.0,-0.1,-18
COc1ccc(CCNc2ncnc3c2nc(-c2ccc(C(N)=O)cc2)n3C(C)C)cc1,3,-0.1,-0.8,1
Cc1ccc(NC(=O)C2CC(=O)N(c3ccccc3C)C2)cc1 (stereo unspecified),9,0.1,-0.1,6
N#C/C(=C\c1ccc(O)c(Br)c1)c1nc(-c2ccc3c(c2)OCO3)cs1,1,0.1,-0.1,-11
O=c1[nH]nc(SCc2ccc([N+](=O)[O-])cc2)c(=O)[nH]1,13,0.1,0.1,15
O=C1Nc2cc(Cl)ccc2Oc2ncccc21,5,-0.2,1.3,1
Cc1csc(NC(=O)CN(C)S(=O)(=O)c2ccc3c(c2)c(=O)n(C)c(=O)n3C)n1,-28,0.0,-0.1,-18
CCOC(=O)c1ccc(NC(=O)CN2CC(=O)N3CCCC3C2=O)cc1 (stereo unspecified),6,0.5,1.2,-5
Cc1ccc(C2=NN(CCC(=O)NCCc3ccccc3)C(=O)CC2)cc1,9,0.2,0.1,3
C/C(=N/Nc1cccc(C)c1C)c1ccc(O)c(C(N)=O)c1,-4,0.1,0.1,-7
O=C(C1CCCN(Cc2ccccn2)C1)N1CCCCCC1 (stereo unspecified),41,-0.8,-2.2,0
COc1cc2c(cc1[N+](=O)[O-])OC(C)C2 (stereo unspecified),13,0.0,0.0,5
CCOc1ccc(NC(=O)CCC(=O)O)cc1,-11,0.3,-1.2,11
CC(C)NC(=O)c1cccc(NC(=O)Nc2ccc(-c3ncnc4nc[nH]c34)cc2)c1,23,0.2,1.7,4
Cc1ccc(CN(Cc2ccccn2)C(=S)Nc2ccc(Oc3ccccc3)cc2)cc1,20,0.7,-0.1,5
COc1ccc2c(c1C)O/C(=C\c1cc(OC)c(OC)c(OC)c1)C2=O,0,0.2,1.0,4
O=C(NCc1ccccc1)c1ccnc(Nc2nccc3ccccc23)c1,8,0.0,3.3,9

# Next part.
SMILES,MITF inh,FBW7 activator,GPR151 activ,TEAD-YAP block
CC1=NN(C(=O)c2cc(C(C)C)cc(C(C)C)c2O)C(O)(C(F)(F)F)C1 (stereo unspecified),10,0.1,-0.9,5
COc1cc(CNc2ccc(C(=O)O)cc2)cc(Cl)c1OC,-20,-0.1,2.0,-20
Cc1nn2c(=O)cc(COC(=O)c3c(F)cccc3Cl)nc2s1,-12,0.0,-1.0,-55
O=C(NCCCN1CCCC1=O)c1ccc2c(=O)n(Cc3ccco3)c(=S)[nH]c2c1,18,0.0,1.8,3
Cc1ccc(NC(=O)c2cc3nc(-c4ccc(Cl)cc4)cc(C(F)(F)F)n3n2)cc1Cl,19,0.1,-0.7,9
CCOC(=O)N1CCN(CCOc2ccccc2OC)CC1,30,-0.1,-0.2,1
COc1cc([N+](=O)[O-])ccc1-c1ccc(/C=C2/N=C(N)SC2=O)o1,23,0.2,-0.7,0
NC(=O)c1nc(-c2ccccc2)nc2c1[nH]c(=O)n2-c1ccc(F)cc1,-11,-0.1,0.0,-2
